CHRM5 agonist = CHRM5 agonism in calcium assay | CHO-K1 hM5 cells, Fluo-8 calcium fluorescence; 0% DMSO wells, 100% maximal acetylcholine response | activation, % at 3 µM | 360,000 tested, 0.19% active | AID 624037;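 active = activation above the run's mean over test compounds plus 3 SD, cut at about 23% in these data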;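 also: signal is peak over basal fluorescence ratio across the kinetic read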
Target sequence (P08912 whole entry, looked up): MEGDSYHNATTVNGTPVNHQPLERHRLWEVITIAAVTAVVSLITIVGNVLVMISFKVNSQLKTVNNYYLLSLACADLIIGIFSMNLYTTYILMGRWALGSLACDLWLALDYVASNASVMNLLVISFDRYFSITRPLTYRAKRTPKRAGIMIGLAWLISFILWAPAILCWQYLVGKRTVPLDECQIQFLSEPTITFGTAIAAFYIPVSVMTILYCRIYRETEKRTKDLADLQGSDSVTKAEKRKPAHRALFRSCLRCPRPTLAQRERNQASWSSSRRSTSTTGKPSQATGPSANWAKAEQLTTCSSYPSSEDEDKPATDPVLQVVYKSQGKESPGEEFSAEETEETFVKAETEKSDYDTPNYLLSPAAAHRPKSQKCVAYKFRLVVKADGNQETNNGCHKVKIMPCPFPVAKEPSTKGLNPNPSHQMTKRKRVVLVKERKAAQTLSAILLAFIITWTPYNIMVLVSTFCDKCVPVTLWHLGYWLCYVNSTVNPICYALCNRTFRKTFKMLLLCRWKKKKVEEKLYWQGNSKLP
M4 ag = agonists of human muscarinic M4 receptor (CHRM4); CHO-K1 hM4/Gqi5, Fluo-8 calcium fluorescence; vehicle 0%, full acetylcholine response 100%; activation, % at 3 µM; 360,000 tested, 0.14% active;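 active = activation above the run mean over all test wells plus 3 SD, cut at about 32% in these data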;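 also: peak over basal fluorescence ratio per well then scaled between controls; 0% = DMSO wells and 100% = acetylcholine at EC100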
Target sequence (P08173 whole entry, looked up): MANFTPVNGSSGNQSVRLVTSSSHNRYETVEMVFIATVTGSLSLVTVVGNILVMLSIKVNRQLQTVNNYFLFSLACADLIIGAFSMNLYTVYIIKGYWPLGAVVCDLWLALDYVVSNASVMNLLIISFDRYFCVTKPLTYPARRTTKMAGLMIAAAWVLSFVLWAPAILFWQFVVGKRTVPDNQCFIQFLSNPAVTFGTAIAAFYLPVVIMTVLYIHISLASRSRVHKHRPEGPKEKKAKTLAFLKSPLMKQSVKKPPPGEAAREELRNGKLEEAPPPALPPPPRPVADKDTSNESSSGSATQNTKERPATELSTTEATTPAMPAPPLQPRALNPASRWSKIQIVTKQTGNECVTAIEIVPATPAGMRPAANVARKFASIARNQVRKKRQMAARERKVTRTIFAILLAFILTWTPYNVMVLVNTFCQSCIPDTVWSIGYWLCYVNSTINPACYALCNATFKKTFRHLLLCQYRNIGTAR
CRFR2-BP antag = antagonists of CRF-binding protein/CRF-R2 receptor complex; HEK293 CRF-R2/CRF-BP, CRF-induced calcium fluorescence; inhibition, % at 11.8 µM; 350,000 tested, 0.59% active; AID 588475;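 active = inhibition of the ligand-induced calcium signal above about 50% at the single tested concentration, limit read from the data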
M4 antag = CHRM4 antagonism in calcium assay; P08173; CHO-hM4 cells, ACh EC80, Fluo-8 calcium fluorescence; inhibition, % at 3 µM; 360,000 tested, 0.73% active; AID 624125;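 active = inhibition above its plate's cutoff, the mean inhibition of sample wells plus 3 SD, cut at about 27% in these data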;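 also: 0% = acetylcholine EC80 with DMSO and 100% = DMSO without agonist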
CHRM4 PAM = CHRM4 positive allosteric modulation | CHO-K1 hM4/Gqi5, Fluo-8 calcium fluorescence, ACh EC20; 0% = ACh EC20, 100% = maximal ACh | activation, % at 3 µM | 360,000 tested, 0.4% active | AID 624126;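 active = activation above its plate's cutoff, the mean activation of sample wells plus 3 SD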; also: some results filed as inactive read as strong as hits
CHRM5 PAM = CHRM5 positive allosteric modulation | P08912 | CHO-K1 hM5, Fluo-8 calcium, ACh EC20 PAM; 0% = ACh EC20, 100% = ACh EC100 | activation, % at 3 µM | 360,000 tested, 0.3% active;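 active = activation above the run cutoff, the mean activation of all test compounds plus 3 SD, cut at about 18% in these data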
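system = human M5 receptor in CHO-K1 cells | reagent = EC20 acetylcholine as agonist stimulus | compound dosing = single-point, 3 µM nominal | incubation = Fluo-8 loading 80 min at 37 °C plus 30 min room temperature | detection = Fluo-8 calcium dye fluorescence, kinetic read | benchmarks = low control EC20 acetylcholine (0%), high control EC100 acetylcholine (100%)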
CRFBP-R2 agonist = CRF-BP/CRF-R2 complex agonism | HEK293 CRF-R2/CRF-BP, calcium dye fluorescence (FLIPR); percent of saturating CRF peptide response | activation, % at 13.2 µM | 350,000 tested, 0.46% active;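 active = activation of at least 50%, plus an integration ratio under a set limit after plate pattern correction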;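 also: plate controls were neutral control wells without compound for no effect and CRF at EC100 for full effect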
CHRM1 PAM = potentiates human M1 receptor response to acetylcholine; P11229; CHO-K1 hM1, Fluo-8 calcium fluorescence, ACh EC20; 0% = ACh EC20, 100% = maximal ACh; activation, % at 3 µM; 360,000 tested, 0.088% active; AID 588819; in the data active = activation above about 19%, passing the limit was not always enough
CHRM5 antagonist = antagonists of human muscarinic M5 receptor (CHRM5) | P08912 | CHO-hM5 cells, Fluo-8 calcium fluorescence, ACh EC80 | inhibition, % at 3 µM | 360,000 tested, 0.59% active;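 active = inhibition above a per-plate cutoff, the mean of that plate's test compounds plus 3 SD, cut at about 27% in these data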;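 also: 0% = acetylcholine EC80 with DMSO and 100% = DMSO without agonist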
* hit, by the source's call; / = not tested or not shown.

Sequence of screens: CHRM5 agonist, M4 ag, CRFR2-BP antag, M4 antag, CHRM4 PAM, CHRM5 PAM, CRFBP-R2 agonist, CHRM1 PAM, CHRM5 antagonist
- Nc1nc(SCC(=O)N2CCCc3ccccc32)[nH]c(=O)c1-c1ccccc1
→ 2, 2, -8, -1, 3, 0, -0.1, 0, 3
- CCOC(=O)c1cnc(N2CCN(C(=O)OCC)CC2)[nH]c1=O
→ 2, 0, 11, 6, 1, 6, 0.8, -2, 4
- Cc1ccc(-c2cc(-c3ccccc3Cl)c(C#N)c(N)n2)o1
→ 3, 1, 6, 8, -1, -5, 3.7, 1, 9
- Cc1ccc(C(C(=O)NC2CCCC2)N(CCCO)C(=O)Cn2nnc(-c3ccc(C)o3)n2)cc1 (stereo not given)
→ 0, 3, -11, -11, 5, 5, -2.0, 5, -4
- Cc1c(C(=O)N2CCN(c3ccccn3)CC2)sc2ncnc(N3CCN(c4ccccc4)CC3)c12
→ -5, 9, 4, 0, -9, -11, -1.9, -5, 4
- O=C1[C@H]2[C@@H](c3ccccc3)N[C@]3(CCCN(CC4CCCCC4)C3=O)[C@H]2C(=O)N1Cc1ccccc1
→ 1, 6, 3, -9, 4, -2, 0.2, 2, 5
- CCOC(=O)c1c(NC(=O)CSc2nnc(-c3ccco3)o2)sc(C(C)=O)c1C
→ 1, 2, 1, -1, 0, 0, 5.5, 1, -6
- Cc1cccc(-c2ccc3c(c2)C2CC3CCN2C)c1 (stereo not given)
→ -2, 5, -2, 8, -5, -7, -0.8, -13, 14
- FC(F)(F)c1cccc(NC(=S)NCCN2CCOCC2)c1
→ 0, 0, -3, 9, -3, -5, -0.1, -7, 9
- CC(CN1CCCCC1)OC(=O)c1ccccc1Cl (stereo not given)
→ -7, 1, 4, 1, 5, 2, -0.3, 10, -2
- COCCCN(C(=O)c1ccco1)c1nc(-c2ccc(OC)cc2)cs1
→ 1, 1, -1, -5, -9, -2, -1.9, -4, 0
- CC12CCC(=O)N1C(C(=O)N1CCN(S(=O)(=O)c3cccc(C(F)(F)F)c3)CC1)CS2 (stereo not given)
→ 1, 1, -1, -8, 2, 7, -1.1, 0, -1
- CC12CS(=O)(=O)CC1SC(=S)N2Cc1ccccc1 (stereo not given)
→ 2, 2, -3, 7, 9, 7, -0.3, 11, 2
- CCN(Cc1ccncc1)C(=O)c1ccccc1NS(=O)(=O)c1ccc(F)cc1
→ -1, 0, -1, 5, -5, 6, 0.2, 14, 4
- Cc1ccc(O)c(C(=O)c2cnn(C(=O)COc3ccc(Cl)cc3)c2)c1
→ 2, 1, 7, 2, 6, -4, 0.4, -6, 9
- COc1ccc(-c2nc3c(C)cc(Br)cn3c2Cc2cccc(F)c2)cc1OC
→ -5, -1, /, -7, 8, -1, /, 6, -1
- O=C(Nc1ccc(Cl)cc1)c1csc(COCCO)n1
→ 2, 5, /, -10, 2, -3, /, 8, 2
- O=C(C1CC1c1ccccc1)N1CCN(c2cccc(Cl)c2)CC1 (stereo not given)
→ -3, 0, 44, -11, -2, 1, -1.8, 7, -4
- CCN(CC)c1ccc(NC(=O)CN2CCN(c3ccccc3F)CC2)cc1
→ -3, 0, -1, -3, 3, 0, -2.7, -8, 0
- O=C(NCCCn1ccnc1)c1cccc(S(=O)(=O)NCc2ccccc2)c1
→ -2, 2, 29, 3, -5, 4, -0.1, 7, 6

Random excerpt: two compounds from above, in no set order.
Sequence of screens: CHRM5 agonist, M4 ag, CRFR2-BP antag, M4 antag, CHRM4 PAM, CHRM5 PAM, CRFBP-R2 agonist, CHRM1 PAM, CHRM5 antagonist
- COCCCN(C(=O)c1ccco1)c1nc(-c2ccc(OC)cc2)cs1
→ 1, 1, -1, -5, -9, -2, -1.9, -4, 0
- CCN(Cc1ccncc1)C(=O)c1ccccc1NS(=O)(=O)c1ccc(F)cc1
→ -1, 0, -1, 5, -5, 6, 0.2, 14, 4

(next part)
Sequence of screens: CHRM5 agonist, M4 ag, CRFR2-BP antag, M4 antag, CHRM4 PAM, CHRM5 PAM, CRFBP-R2 agonist, CHRM1 PAM, CHRM5 antagonist
- CC(=O)c1c(C)[nH]c(C(=O)OCC(=O)NCc2cccs2)c1C
→ 5, 5, 1, 7, -4, -5, 1.8, -5, 13
- CC(C)CN(C(=O)CSc1nnc(-c2cccs2)n1N)c1c(N)n(Cc2ccccc2)c(=O)[nH]c1=O
→ 1, 2, -9, -6, 3, 3, 0.4, 5, 2
- N#CC1=C(N)Oc2cc(Nc3ccccc3)ccc2C1c1ccncc1 (stereo not given)
→ -2, 1, -6, -7, 21, 8, 0.7, 5, -3
- COc1ccc(CCNC(=O)COc2cc(C)cc3oc(=O)c(C)c(C)c23)cc1OC
→ 3, 1, -1, -18, 5, 2, -1.5, 3, 0
- CC1(C)C2CC=C(/C=N/n3cnnc3)C1C2 (stereo not given)
→ 1, 0, 0, 10, -3, -6, -1.6, 5, 0
- CCOCc1[nH]c(=S)[nH]c(=O)c1Cc1ccc(OC(C)C)cc1
→ -2, 0, -5, 5, -5, 2, -0.3, 9, 8
- COC(=O)c1cc(NC(=O)C2(S(=O)(=O)c3ccc(C)cc3)CC2)cc(C(=O)OC)c1
→ -1, 0, 5, 0, -8, 0, -0.9, -2, 4
- COC(=O)C1=CNC=C(C(=O)OC)C1c1ccc(Cl)cc1
→ -4, 2, 24, 17, -3, -8, 1.2, 8, -1
- CC(C)(C)c1ccc(C(=O)NCC2CCCN2S(=O)(=O)c2ccccc2)cc1 (stereo not given)
→ 0, 5, 6, -16, 4, -8, -0.4, 2, 2
- Cc1ccc(-c2nnc(-n3nnc4ccccc43)c3ccccc23)cc1
→ 3, -1, -12, 7, 6, 0, 0.2, 11, 1
- S=c1[nH]nc(Cn2c(-c3ccccn3)nc3ccccc32)n1-c1ccc2c(c1)OCCO2
→ 0, 1, 1, 5, -1, 0, -0.4, 6, 5
- CC(=O)NC(CC(=O)Nc1ccc2c(c1)OCCO2)c1ccccc1 (stereo not given)
→ -2, 2, 9, -17, 4, 4, 0.4, 12, 0
- CCN(C(=O)CN1CC(C)OC(C)C1)c1c(N)n(Cc2ccccc2)c(=O)[nH]c1=O (stereo not given)
→ 0, 0, 1, 0, 8, 5, 1.4, 10, 11
- CCOc1ccc(C(=O)CCC(=O)O)cc1
→ 3, 0, 8, -12, 10, 2, 5.3, 5, -15
- Cc1ccc(NC(=O)CSc2nnc(C)c(=O)n2N)cc1
→ 2, 2, -1, -13, 13, 8, -2.4, 3, -5
- CCCc1cc(C(=O)Nc2ccc(C)cc2)no1
→ -2, 0, -7, 0, -2, 1, -0.3, -3, -3
- CC(C)c1ccc(NC(=O)CSc2n[nH]c(=O)n2-c2ccc3c(c2)OCCO3)cc1
→ 1, 0, 5, -3, -2, 8, -0.4, 7, -3
- Cc1cccc(NC(=S)NNC(=O)CCn2nc(C)c([N+](=O)[O-])c2C)c1
→ 1, 0, -13, 0, 1, -3, 1.7, -5, 0
- O=C1CC(SCc2nc3ccccc3[nH]2)C(=O)N1c1cccc(F)c1 (stereo not given)
→ 1, 3, 21, 3, 4, -4, 3.3, 4, 1
- Cn1cnc([N+](=O)[O-])c1Oc1ccc2ccccc2c1
→ 0, 2, -8, -11, 4, 3, -1.4, 18, 0
- O=C(COc1ccc(Cl)cc1)Nc1ncccn1
→ -1, 0, 41, -2, 6, -3, -7.5, 2, -4
- CCOc1ccc2[nH]c(=O)c(C(c3nnnn3CC3CCCO3)N3CCc4ccccc4C3)cc2c1 (stereo not given)
→ 1, 2, 14, -7, 10, -4, 1.4, 1, 2
- CC1=NN(c2ccccc2)C(=O)C1N=Nc1ccc(S(N)(=O)=O)cc1 (stereo not given)
→ 0, 1, 12, -1, -1, 1, -3.0, -2, -5
- CN(C(=O)Nc1ccccc1)C1CCCc2ccccc21 (stereo not given)
→ 4, 1, -4, -12, -6, -2, -0.3, 2, 3
- CCOCCCNC(=S)N1CCN(c2nc(-c3ccccc3)cs2)CC1
→ 1, 16, -4, 10, -7, -14, -1.6, -4, 12
- CC(C)(C)CC(C)(C)NCC(O)COc1c(F)cc(Br)cc1F (stereo not given)
→ -3, 16, -55, 13, -13, -13, 1.8, -20, 11
- O=C(Nc1cccc(-n2cnnn2)c1)c1cc(Cl)nc(Cl)c1
→ 7, 16, -13, 1, 2, -13, -0.3, 0, 14
- Clc1cccc(Cl)c1CON/C=N/c1ncnc2sccc12
→ -6, 6, 33, 14, 0, -11, -1.5, -11, 22
- Cc1ccccc1NC(=O)c1cccc(Cn2cc(Br)c([N+](=O)[O-])n2)c1
→ -4, 7, -3, 5, -7, -2, -0.9, 3, 1
- COc1c2ccoc2nc2c(OC)c(OCC(O)C(C)(C)O)ccc12 (stereo not given)
→ 1, 1, -12, -2, 6, 2, -1.7, 0, 0
- COc1ccc(C(=O)/C=C/Nc2ccc(S(=O)(=O)Nc3nc(C)cc(C)n3)cc2)cc1OC
→ -3, 1, -9, -8, 7, 0, -3.4, 7, 6
- CCOc1cc(CNCc2ccncc2)cc(Cl)c1OC
→ -1, 1, 12, -4, 9, 8, -2.1, 13, -7
- Cn1c(=O)[nH]c2c(c1=O)CCO2
→ 2, 0, -19, -1, 6, 3, 2.3, 7, 4
- COc1ccc(NC(=O)c2cc(S(=O)(=O)N3CCc4ccccc43)cn2C)c(OC)c1
→ 1, 2, 19, -6, 3, -2, -3.5, 14, -6
- Cc1ccccc1-n1c(SCc2cccc(F)c2)nc2[nH]ncc2c1=O
→ -2, 0, -15, -2, -2, 2, -1.3, 4, -1
- CC(O)[C@H]1CN=C(N)N1CC1CCCCC1 (stereo not given in full)
→ -6, 0, 4, -3, 11, 12, -1.2, 5, 6
- CCOC(=O)C1CCN(C(=O)CSc2cc(=O)n(CC)c3ccccc23)CC1
→ 2, 4, -35, -8, 2, -4, 4.1, 3, -4
- N=NC(=O)c1ccccc1Nc1c(O)[nH]c2ccccc12
→ 1, 8, -14, -12, 5, 3, -6.1, 2, 9
- COC(=O)c1ccccc1NC(=O)CN1CCC(C(=O)c2ccc3c(c2)OCCO3)CC1
→ -2, 3, 22, 5, 2, -9, 0.0, -4, 7
- CSCCC(N=C(NS(=O)(=O)c1ccc(C)cc1)c1ccccc1)C(=O)O (stereo not given)
→ -1, 1, 6, -3, -6, -4, 2.6, 6, 2
- CCOc1ccc(NC(=O)CN(C)C(=O)c2ccc(N3CCCCCC3)c([N+](=O)[O-])c2)cc1OCC
→ -2, 3, 9, 2, -7, -8, -0.4, -4, 1
- CCCCC[C@@H](C)N1C[C@H](COCc2ccccc2)Oc2cc(N3CCC[C@H]3COC)ccc2S1(=O)=O
→ -1, 0, /, 2, 4, 3, /, /, -8

From PubChem
